Compound activity from PubChem.
CSN inh = CSN deneddylation inhibition; Q92905; Purified CSN, SCF-Nedd8-OG deneddylation, fluorescence polarization; inhibition, % at 12.5 µM; 360,000 compounds, 0.38% hits; AID 651999;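 active = pattern-corrected inhibition above about 35%, with an unprinted fluorescence ratio check between 0.5 and 1.5, limit read from the data, passing the limit was not always enough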;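 also: 0% = enzyme with substrate and 100% = substrate without enzyme; some results filed as inactive read as strong as hits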
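assay system = purified human Csn5 enzyme expressed in HEK293T cells | amount = 0.24 nM enzyme | buffer or medium = Tris/NaCl/DTT buffer, pH 7.5 | reagent = 10 nM SCFSkp2-Nedd8OG | compound = one concentration, 12.5 µM, 0.25% DMSO | times = 90 min reaction at room temperature | signal = FP | read-out basis = % inhibition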
MLLE-PAM2 inh = inhibitors of microRNA-mediated deadenylation, human PABP1 MLLE binding. GST-MLLE / FITC-PAM2 fluorescence polarization. inhibition, % at 20 µM. 360,000 compounds, 0.36% hits. AID 588489; in the data active = inhibition above about 35%, passing the limit was not always enough;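 also: plate controls were DMSO wells with GST-MLLE for no effect and wells lacking GST-MLLE protein for full effect; some results filed as inactive read as strong as hits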
MT1-MMP act inh = blocks activation of human MT1-MMP. GFP/RFP ratio change, % at 20 µM. 360,000 compounds, 0.061% hits. P50281. HT1080 RFP-PRO-GFP cells, GFP/RFP ratio fluorescence, overnight; percent of plate control window, DMSO zero;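 active = GFP/RFP ratio change of at least 30% with cell ATP level not reduced by more than half and red fluorescence within 50% of control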; also: strong numbers were not always called active
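Material – HT1080 RFP-PRO-GFP cells · Control set – DMSO wells and RFP-L50D-GFP cells · Incubation – overnight cell settling, then overnight compound exposure, 37 °C, 5% CO2 · Compound dosing – single-point 20 µM compound, 1% DMSO · Read-out – GFP/RFP fluorescence ratio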
bovine MsrA act = activators of bovine methionine sulfoxide reductase A; purified bovine MsrA, absorbance read-out; activation, % at 10.6 µM; 360,000 compounds, 0.3% hits; in the data active = activation above about 7.5%;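 also: 0% = vehicle and 100% = reference activator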
eLon inh = inhibits E. coli Lon protease; P0A9M0; 360,000 compounds, 0.42% hits; purified E. coli Lon protease, fluorescence polarization; inhibition, % at 7.94 µM; in the data active = inhibition above about 13%, passing the limit was not always enough;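 also: 0% = enzyme with probe and DMSO and 100% = no enzyme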
MsrA inh = inhibitors of bovine MsrA; AID 651718; 360,000 compounds, 0.75% hits; inhibition, % at 15.5 µM; purified bovine MsrA, absorbance read-out; in the data active = inhibition above about 4.5%;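 also: 0% = vehicle wells with enzyme and 100% = reference inhibitor wells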
FAS-TE inh = inhibitors of human fatty acid synthase thioesterase domain | P49327 | recombinant FAS-TE, OMFH fluorogenic substrate, fluorescence endpoint | inhibition, % at 15 µM | 360,000 compounds, 0.67% hits | AID 602261;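 active = compounds whose normalised, plate-corrected inhibition of enzyme fluorescence in the single-dose primary screen is 50% or more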;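 also: 0% = DMSO with enzyme and 100% = substrate without enzyme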
Rin1-Abl PPI inh = blocks binding of human Rin1 to Abl; P00519+Q13671; TR-FRET Rin1/Abl binding, biochemical; inhibition, % at 7.35 µM; 360,000 compounds, 0.4% hits; in the data active = inhibition above about 5%, passing the limit was not always enough
Rpn11 inh = blocks the human proteasome subunit Rpn11; O00487; calls only at 20 µM; 360,000 compounds, 0.59% hits; human 26S proteasome, Ub4-pepOG fluorescence polarization; 20S core pre-blocked with epoxomicin;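 active = inhibition at 20 µM, scaled to each plate's controls, above about 33%, limit read from the data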
Active calls of the source: *; i = inactive; & = joins results of further samples.

SMILES	CSN inh	MLLE-PAM2 inh	MT1-MMP act inh	bovine MsrA act	eLon inh	MsrA inh	FAS-TE inh	Rin1-Abl PPI inh	Rpn11 inh
CCOc1ccccc1OCCCC(=O)N1CCN(S(=O)(=O)c2ccc(Cl)cc2)CC1	0.4	3.8	-2.3	-1.1	-1.7	1.8	16.8	-2.5	i
CC(C)(C)NC(=O)Cn1nnc(-c2ccc(OCc3c(F)cccc3Cl)cc2)n1	-7.0	4.0	2.2	-0.8	-7.6	0.6	27.7	2.1	i
COc1ccccc1-c1c(-c2ccc(O)cc2O)n[nH]c1C(F)(F)F	2.9	-5.4	-10.0	2.2	-0.3	0.9	5.3	-2.8	i
O=C1C(Cc2ccccc2)Nc2ncnc(N3CCOCC3)c2N1Cc1ccc(Cl)cc1 (stereo not given)	-1.3&-1.3	31.4&-13.4	-2.2&4.6	-2.1&-2.0	-3.8&-6.5	0.1&0.8	-0.5&-0.2	0.5&10.5	i
COc1cccc(C2=CC(=O)CCC2)c1OC	-2.9	-4.5	1.2	-1.3	-4.3	-0.8	-4.0	-1.3	i
CN1C(=O)c2ccc(NC(=O)c3ccc(Cl)cc3Cl)cc2C1=O	3.7	-0.5	4.0	-3.5	2.2	0.1	4.5	3.4	i
O=C(O)CC/C(=N/NC(=O)c1ccc(-c2ccccc2)cc1)c1ccccc1	0.9	-0.9	1.6	-3.4	-8.8	0.4	-3.0	-4.1	i
CC(=O)Nc1ccccc1NC(=O)c1ccccc1-c1ccccc1	1.0	-12.1	7.5	-9.1	-8.2	0.8	-8.0	-1.1	i
COc1cccc(/C=C/C(=O)OCC(=O)N2c3ccccc3NC(=O)C2(C)C)c1	-0.5	17.3	-0.3	-3.7	-3.4	-0.9	-6.9	-2.3	i
CNC(=O)C12CC3CC(CC(Cl)(C3)C1)C2	1.2	-0.3	-6.9	2.8	-4.0	-2.0	-12.1	2.0	i
C#Cc1ccc(CN2CCC(C(=O)Nc3ccc(Oc4ccccc4)nc3)CC2)cc1	1.5	-10.8	-0.6	0.0	-12.3	0.2	4.2	1.7	i
CN(C)c1ccc(-n2cccc2)cc1	1.9	-9.8	2.2	0.9	-3.8	-0.1	-2.7	-1.5	i
CC(NC(=O)C1=CC=CN2CCS(=O)(=O)N=C12)c1ccc(Cl)cc1Cl (stereo not given)	0.8	5.2	-2.4	-6.5	7.8	1.4	-3.0	-1.6	i
Cc1ccccc1C(=O)NNC(=O)CCC(=O)Nc1cccc(Cl)c1C	-17.2	7.3	4.5	-11.2	7.9	-0.6	-6.4	1.9	i
O=C(/C=C/c1ccc([N+](=O)[O-])cc1)NCc1cccnc1	0.8	-9.4	-0.5	-3.5	7.6	1.0	-0.5	-3.5	i
Cc1ccccc1-n1nc(C)c2cc(C(=O)N3CCN(S(=O)(=O)c4ccc(F)cc4)CC3)sc21	1.6	-6.4	1.0	-3.4	7.1	0.9	38.3	-1.4	i
CCOc1ccccc1-n1c(SCC(=O)N2CCCC2)nnc1-c1ccc(O)cc1	-0.7	-7.3	2.8	-0.7	10.2	-0.4	-4.6	1.0	i
COCCNC(=O)C(c1ccc(C)cc1)N(C(=O)CCC(=O)Nc1ccccn1)c1ccc(F)cc1 (stereo not given)	5.0	1.0	-2.6	-2.7	-3.5	-0.6	-1.9	-0.4	i
CC(=O)NC(CC(=O)N(C)Cc1c(F)cccc1Cl)c1ccccc1 (stereo not given)	-4.2	-4.8	-0.3	-1.0	6.7	1.0	-1.8	-3.0	i
CCc1ccccc1NC(=O)[C@@H]1CCC(=O)N1C1OC(=O)c2ccccc21 (stereo not given in full)	2.7	5.5	0.1	0.1	-5.6	-0.4	-4.5	1.3	i

Given with values under each structure: 4 of the compounds above
Results follow in this order: CSN inh, MLLE-PAM2 inh, MT1-MMP act inh, bovine MsrA act, eLon inh, MsrA inh, FAS-TE inh, Rin1-Abl PPI inh, Rpn11 inh
CN(C)c1ccc(-n2cccc2)cc1
    1.9, -9.8, 2.2, 0.9, -3.8, -0.1, -2.7, -1.5, i
CC(NC(=O)C1=CC=CN2CCS(=O)(=O)N=C12)c1ccc(Cl)cc1Cl (stereo not given)
    0.8, 5.2, -2.4, -6.5, 7.8, 1.4, -3.0, -1.6, i
Cc1ccccc1C(=O)NNC(=O)CCC(=O)Nc1cccc(Cl)c1C
    -17.2, 7.3, 4.5, -11.2, 7.9, -0.6, -6.4, 1.9, i
O=C(/C=C/c1ccc([N+](=O)[O-])cc1)NCc1cccnc1
    0.8, -9.4, -0.5, -3.5, 7.6, 1.0, -0.5, -3.5, i

Other results.
SMILES	CSN inh	MLLE-PAM2 inh	MT1-MMP act inh	bovine MsrA act	eLon inh	MsrA inh	FAS-TE inh	Rin1-Abl PPI inh	Rpn11 inh
Cc1cc(NC(=O)Nc2ccc3c(ccn3C)c2)sn1	-0.8	-10.6	-4.4	-1.2	1.4	-1.2	-1.2	-1.2	i
O=C(Cn1cnc2ccccc2c1=O)N1CCc2ccccc2C1	-7.5	9.2	-2.3	-2.2	-3.5	-0.7	-3.7	0.7	i
CCOc1cc([C@@H]2C[C@H]3CN(c4ccccc4)C(=O)[C@]34CCCN24)ccc1OC	8.5	-29.6	-7.7	1.6	-26.5	2.1	-8.6	4.0	i
Cc1ccc2[nH]cc(CCNC(=O)C3CCCCC3)c2c1	0.4	-0.7	0.5	-0.5	2.0	-0.3	-4.4	0.3	i
Cn1c(-c2ccc(=O)[nH]c2)nc2ccccc21	-9.0	16.4	2.4	-4.3	1.6	-0.5	-3.2	2.2	i
O=C(COC(=O)Cc1ccc(Cl)cc1)NC1CCCC1	-0.8	-0.3	-2.1	0.6	49.8*	-0.5	-6.0	-0.3	i
CCOc1ccc2oc(C(=O)OCC(=O)N(CC(C)C)c3c(N)n(Cc4ccccc4)c(=O)[nH]c3=O)c(C)c2c1	6.5	-18.7	-29.7	-3.3	-4.2	0.0	17.8	0.7	i
COc1cccc(CCc2nnc(CCC(=O)N(C)C3CC(C)(C)NC(C)(C)C3)o2)c1	-4.8	-0.4	-0.7	-1.9	-7.2	-0.3	-2.4	3.3	i
CC(C)Oc1ccc(C(=O)NCc2cccnc2)cc1	3.1	-7.9	1.7	-6.2	-9.9	-1.1	-5.4	-1.1	i
COc1ccc(/C=N/NC2=NS(=O)(=O)c3ccccc32)cc1OC(C)=O	-2.6	-1.9	-5.1	14.7*	-15.8	5.4*	-6.9	0.5	i
COc1ccc(NC(=O)CN2CCC(C(=O)c3ccc(F)cc3)CC2)c(OC)c1	-3.0	19.2	2.1	-0.1	2.7	-1.2	11.0	-1.3	i
COc1ccc(C2CC2/C(=N/OC(=O)c2cccs2)c2ccccc2)cc1 (stereo not given)	-3.8	-2.9	-0.6	-3.1	-1.8	-0.8	28.3	-2.4	i
O=C(CSc1oc(-c2ccc(F)cc2)nc1S(=O)(=O)c1ccccc1)NCC1CCCO1 (stereo not given)	2.5	-99.6	-3.4	-2.6	1.1	-0.1	-2.1	3.0	i
Cc1c(N2C(=O)/C(=C3\C(=O)N(CC(=O)O)c4ccccc43)SC2=S)c(=O)n(-c2ccccc2)n1C	-3.6	51.7*	-3.6	-7.2	-7.0	-0.7	-7.1	-1.1	i
CC1=C(C(=O)Nc2ccc(C(=O)NCCCN3CCCCC3C)cc2)SCCO1 (stereo not given)	-0.8	1.4	-3.5	-2.5	-1.5	0.7	-5.8	-2.7	i
O=C(Cc1ccc(Cl)c(Cl)c1)Nc1ccccc1N1CCOCC1	5.4	-13.7	-3.3	-9.3	6.9	0.5	18.2	-0.1	i
Cc1ccc(C(C#N)N2CCOCC2)cc1 (stereo not given)	-1.0	10.6	-2.1	-1.3	-10.2	1.5	-9.0	-1.8	i
COc1ccc(C2=NN(CCC(=O)NCC3CCCO3)C(=O)CC2)cc1 (stereo not given)	1.9	9.7	-13.0	-1.3	-3.0	-0.3	-7.1	2.5	i
C[C@H](CO)N1C[C@H](C)[C@@H](CN(C)C(=O)Nc2ccccc2F)Oc2cc(Br)ccc2S1(=O)=O	3.1	11.5	-1.9	-2.1	5.2	-0.4	-2.2	1.6	i
CN(C(=O)C1Cc2c(-c3ccc(Cl)cc3)ccnc2O1)c1ccccc1 (stereo not given)	-1.9	10.7	-1.2	0.1	3.7	0.6	-0.4	-0.9	i

Individual results from above:
Cn1c(-c2ccc(=O)[nH]c2)nc2ccccc21 | FAS-TE inh: -3.2
O=C(Cn1cnc2ccccc2c1=O)N1CCc2ccccc2C1 | FAS-TE inh: -3.7

Additional compounds.
SMILES	CSN inh	MLLE-PAM2 inh	MT1-MMP act inh	bovine MsrA act	eLon inh	MsrA inh	FAS-TE inh	Rin1-Abl PPI inh	Rpn11 inh
CCN1C(=O)c2cccc3c(S(=O)(=O)NCc4ccccc4)ccc1c23	-5.9	2.7	8.4	-5.4	0.4	0.6	7.8	-0.7	i
CCOc1ccc(S(=O)(=O)N2CCN(C(=O)c3sccc3C)CC2)cc1	1.2	-2.7	-4.7	3.9	-3.6	-0.8	1.4	2.3	i
CNc1cccc(-c2cc(OC)c(OC)c(OC)c2)n1	0.1	12.1	5.5	-5.8	-0.4	2.5	-7.3	-3.8	i
Cc1cccc(NC(=O)CSCc2cc(=O)n3c(C)csc3n2)c1C	2.0	16.9	-2.4	-1.4	-9.1	0.4	-8.1	-6.9	i
O=[n+]1cc(-c2ccccc2)n([O-])c2c1CCC2	-2.0	-10.9	-0.4	-8.0	-9.0	-0.9	-1.0	0.4	i
NC(=O)c1ccc[n+](CC(=O)c2ccc(Cl)c(Cl)c2)c1	-3.5	5.9	-1.6	-2.5	3.8	1.3	-2.9	0.2	i
CCOC(=O)c1c(C)[nH]c(C(=O)COC(=O)C(C)Oc2ccc(Cl)cc2Cl)c1C (stereo not given)	-0.4	-3.2	3.2	-5.5	-0.2	-0.3	18.5	2.8	i
Cc1nc(C)n(C)c(=O)c1-c1ccccc1	-2.6	5.9	1.6	0.0	2.4	-0.5	-3.0	39.9*	i
CCOc1cc(C2C(C(=O)c3ccc(C)cc3)=C(C(=O)OC)Nc3nnnn32)ccc1O (stereo not given)	0.2	-2.2	1.9	-2.4	-3.3	0.6	-3.0	-2.2	i
O=C1NN(c2ccccc2)C(=O)C1=Cc1ccccc1	-1.1	20.6	-3.5	-3.3	7.2	0.8	-6.4	-0.6	i
Cc1cccc(N2CCN(CC(=O)N(C)Cc3ccccc3)CC2C)c1 (stereo not given)	5.5	-14.1	2.6	-8.0	4.8	0.1	-7.2	4.6	i
O=c1[nH]nc(Cc2ccc(-c3ccccc3Cl)o2)c2ccccc12	3.9	2.6	-11.4	3.8	8.8	-1.0	2.8	2.8	i
O=[N+]([O-])c1ccc(N/N=C/c2sc(N3CCOCC3)nc2-c2ccccc2)c(S(=O)(=O)Nc2ccc(Cl)cc2)c1	34.6	-154.6	-220.4	-2.4	-8.2	0.0	25.3	1.7	i
CCc1nn(C(CC)C(=O)NCC(C)c2ccccc2)c(=O)c2cc3occc3n12 (stereo not given)	-0.4	3.2	-1.1	-0.3	-14.4	0.8	0.2	-2.2	i
Cc1ccc(NC(=O)CCSCCC(=O)Nc2ccc(C)c(C)c2)cc1C	3.0	5.2	-14.4	0.3	3.1	-2.0	0.2	-3.7	i
CC(O)CNc1nc2ccccc2n1CC(=O)NCC(F)(F)F (stereo not given)	-5.5	-9.0	-0.8	-3.5	-8.7	1.4	1.0	-2.5	i
COc1cc(-c2cc(=O)c3c(C)cc(O)cc3o2)cc(OC)c1OC	-2.0	0.0	6.2	-3.7	-4.6	0.2	-2.7	1.8	i
CCn1cc(C2=NC(c3ccccc3)CO2)c2ccccc21 (stereo not given)	-1.2	-6.6	2.7	-6.2	-2.2	0.2	7.0	-1.9	i
